Source: PubChem BioAssay
ERp5 inh: inhibitors of ERp5-driven insulin aggregation, primary screen, biochemical, turbidity, absorbance 650 nm, single point. Protein disulfide-isomerase A6 (Homo sapiens), Q15084. 0.05% of 350,000 active. inhibition, % at 9.99 µM. AID 651711, 2012. 90 min;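 active = mean replicate inhibition above about 25%, with every replicate also reaching it, limit read from the data, passing the limit was not always enough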
ERAP1 HTS inh: human ERAP1 aminopeptidase inhibitors, primary screen, biochemical, single point, plate reader; Endoplasmic reticulum aminopeptidase 1 (Homo sapiens), Q9NZ08; recombinant ERAP1, Leu-AMC fluorescence, 60 min; inhibition, % at 10.7 µM; 0.15% of 340,000 active;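 active = mean replicate inhibition of at least 30%, or all replicates individually reaching that 30% level; inactive = mean below 30% and not every replicate reaching it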;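 note: 0% = neutral control wells and 100% = L-leucinethiol positive control wells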
Target sequence (Q9NZ08 whole entry, looked up): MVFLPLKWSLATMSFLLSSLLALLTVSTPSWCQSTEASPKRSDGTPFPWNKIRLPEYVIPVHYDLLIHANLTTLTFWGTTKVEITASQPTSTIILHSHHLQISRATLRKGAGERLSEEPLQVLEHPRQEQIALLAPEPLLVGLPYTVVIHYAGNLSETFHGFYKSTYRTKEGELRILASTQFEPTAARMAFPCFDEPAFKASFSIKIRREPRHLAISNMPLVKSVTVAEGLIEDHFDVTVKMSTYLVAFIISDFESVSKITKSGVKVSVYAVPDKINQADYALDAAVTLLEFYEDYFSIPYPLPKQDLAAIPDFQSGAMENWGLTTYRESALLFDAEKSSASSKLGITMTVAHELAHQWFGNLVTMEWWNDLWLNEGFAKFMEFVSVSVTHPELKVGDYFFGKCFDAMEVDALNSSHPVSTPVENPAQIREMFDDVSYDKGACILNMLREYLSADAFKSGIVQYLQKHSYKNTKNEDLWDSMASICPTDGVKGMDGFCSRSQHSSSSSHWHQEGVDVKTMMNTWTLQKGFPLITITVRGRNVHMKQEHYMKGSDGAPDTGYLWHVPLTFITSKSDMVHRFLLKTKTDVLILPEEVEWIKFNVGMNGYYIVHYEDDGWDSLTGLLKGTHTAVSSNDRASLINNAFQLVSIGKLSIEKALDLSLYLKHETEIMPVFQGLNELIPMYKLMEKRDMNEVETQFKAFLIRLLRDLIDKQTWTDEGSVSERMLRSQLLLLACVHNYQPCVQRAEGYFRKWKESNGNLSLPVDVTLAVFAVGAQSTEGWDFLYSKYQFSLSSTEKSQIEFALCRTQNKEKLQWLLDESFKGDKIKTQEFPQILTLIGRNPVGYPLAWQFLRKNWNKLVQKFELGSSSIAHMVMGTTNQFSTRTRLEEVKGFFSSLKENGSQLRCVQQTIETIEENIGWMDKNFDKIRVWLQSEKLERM
XiGFP reactiv: activators of inactive X chromosome reactivation, primary screen, imaging, XiGFP fibroblasts, GFP high-content imaging, set 2. XiGFP mouse fibroblasts, % GFP-positive cells imaging, 3 d; cells co-treated with 5-aza-dC sensitizer; scaled so ellipticine positive control = 100%. activation, % at 7.58 µM. 0.055% of 360,000 active;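 active = mean normalized replicate activation at least 10% and every replicate at or above 10%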;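 note: 0% = median of on-plate neutral control wells and 100% = ellipticine 6 µM median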
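assay system = SV40-immortalized XiGFP fibroblast cells, line 68-5-11 | buffer or medium = DMEM plus 5-aza-dC sensitizer | doses = single-point pinned compound dosing | times = 3-day compound exposure, then 15 min fixation at room temperature | benchmarks = positive control ellipticine, 6 µM final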
esBAF inh: Bmi1 luciferase reporter increase in mESCs, primary screen, esBAF inhibitor project, mouse ES cells, Bmi1 luciferase knock-in, single point; reporter increase, % at 12.5 µM; AID 602393, 2012; 2% of 350,000 active; 24 h; 100% = twice the neutral-well signal; in the data active = activation above about 40%;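 note: 0% = median of the plate's neutral control wells and 100% = double that signal; a rise in the Bmi1 reporter signal indicates esBAF inhibition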
S100A4 MyoIIA: inhibitors of S100A4-myosin IIA peptide binding, primary screen, biochemical, fluorescence polarization, TAMRA-MyoIIA peptide. inhibition, % at 10.7 µM. AID 652163, 2013. Protein S100-A4 (Homo sapiens), P26447. 0.14% of 360,000 active;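 active = mean inhibition of at least 70% across replicates, with every replicate also reaching that level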
Target sequence (P26447 whole entry, looked up): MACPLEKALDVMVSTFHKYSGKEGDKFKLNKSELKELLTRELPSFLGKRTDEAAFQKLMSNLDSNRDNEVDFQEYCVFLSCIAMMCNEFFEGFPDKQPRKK
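Material: S100A4 monomer protein | Medium: HEPES pH 7.2 with CaCl2, KCl, NaCl, DTT, Triton | Reagent: Labelled myosin peptide probe, 5 nM | Doses: One dose per compound | Times: 5 min incubation before reading | Benchmarks: Neutral control DMSO, positive control TFP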
RAD54 branch: inhibitors of human RAD54 branch migration, primary screen, biochemical, fluorescence, single point. DNA repair and recombination protein RAD54-like (Homo sapiens), Q92698. AID 602329, 2012. 0.14% of 360,000 active. RAD54 Holliday junction branch migration, FAM/BHQ fluorescence. inhibition, % at 10.4 µM;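 active = mean normalized replicate activity at least 40 and at least half of replicates scoring 40 or more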;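 note: 0% = median of neutral control wells and 100% = median of positive control wells; inhibitors cause a drop in the FAM fluorescence signal; in these data hits start at about 50%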
RAD52 inh: RAD52 DNA annealing inhibitors, primary screen, biochemical, FRET, single point, set 2 | recombinant RAD52 DNA annealing, FRET fluorescence | 0.46% of 360,000 active | DNA repair protein RAD52 homolog (Homo sapiens), P43351 | AID 651710, 2012 | inhibition, % at 18.7 µM;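 active = every replicate showing at least 50% inhibition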
E-sel inducer: E-selectin induction in HUVECs, primary screen, imaging, HUVEC, immunofluorescence imaging, single point | P16581 | normalized: neutral wells 0, TNF-alpha wells 100 | activation, % at 7.58 µM | 0.37% of 260,000 active;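 active = mean E-selectin-positive cell signal at least 10% of the positive control, reached in at least 60% of replicates, without over 20% cell loss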;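 note: in these data hits start at about 27%; measured in HUVEC primary endothelial cells; signal is the percent of cells scored E-selectin positive by PE staining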
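Read-out basis: % PE-positive cells; Test system: HUVEC primary endothelial cells; Technique: immunofluorescence imaging; Dosing: single-point compound dose.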
An asterisk follows results filed as active; . = not tested or not shown.

Second line of a record: ERp5 inh	ERAP1 HTS inh	XiGFP reactiv	esBAF inh	S100A4 MyoIIA	RAD54 branch	RAD52 inh	E-sel inducer
CCCC#Cc1cnc2c(c1)C(=O)N([C@@H](C)CO)C[C@@H](C)[C@@H](CN(C)C(=O)C1CCC1)O2
  -4	-1	0.6	-4	8	-3	0	0.2
O=C(NCC(c1ccco1)N1CCc2ccccc21)c1cccc([N+](=O)[O-])c1 (configuration not stated)
  6	0	-0.1	-11	1	4	3	2.1
Cc1ccc(NC(=O)c2cc(-c3cccs3)nc3ccccc23)nc1
  -4	1	0.3	.	5	.	-26	1.6
C[C@@H]1CN([C@H](C)CO)C(=O)c2cccc(NS(=O)(=O)c3cccs3)c2O[C@@H]1CN(C)CC1CCCCC1
  5	0	-0.9	3	-24	0	-7	.
Cc1ccc(NS(=O)(=O)c2cc(C(=O)N3CCCC3)ccc2C)cc1C
  -4	-3	0.0	-1	-11	-1	1	-0.1
CC(C)c1cn([C@H]2C[C@@H]3O[C@H](CO)CC[C@@H]3O[C@@H]2CCc2ccc(C#CC3(O)CCCC3)cc2)nn1
  -2	2	.	.	7	.	-2	.
COC(=O)CCN(C(=O)c1ccc([N+](=O)[O-])cc1)c1ccccn1
  2	0	0.9	.	-5	.	-5	.
CN(C)CCCN(C(=O)c1cccs1)c1nc2cc3c(cc2s1)OCO3
  0	-3	0.0	17	1	5	6	2.0
CC(CN1C(C)CCCC1C)OC(=O)c1ccc(Cl)cc1Cl (configuration not stated)
  -4	1	0.0	.	-7	.	1	.
COCC(=O)Nc1ccc2c(c1)OC[C@@H](C)N(C(=O)c1ccccc1)C[C@H](C)[C@@H](OC)CN(C)C2=O
  -2	1	0.0	-4	2	10	6	-0.3
CC(=O)Nc1ccc2nc(CN3CCC(CO)(CCc4ccccc4)CC3)ccc2c1
  -2	-5	-0.3	.	-8	-5	-53	.
CC(=O)Nc1cccc(-c2csc(Nc3ncccn3)n2)c1
  7	-1	0.0	.	0	.	-9	9.8
O=[N+]([O-])c1ccc(S(=O)(=O)Nc2ccc(S(=O)(=O)N3CCCC3)cc2)cc1
  -1	0	-0.1	1	-2	-4	-2	.
O=C(c1ccco1)N1N=C(c2ccc(Br)cc2)CC1c1ccco1 (configuration not stated)
  -21	2	0.6	0	4	-3	-15	-0.8
O=C(c1cccc(-c2ccco2)c1)N1CCCC(N2CCN(c3ccc(F)cc3)CC2)C1 (configuration not stated)
  3	0	0.6	-4	0	1	-14	0.0
O=C(c1ccccc1)N1CC(=O)N2[C@H](CO)[C@@H](c3ccc(C#CC4CC4)cc3)[C@@H]2C1
  -6	3	0.0	.	9	.	15	0.1
Cn1nnc(NC(=S)NC(=O)c2ccc(-c3ccc(Br)cc3)o2)n1
  5	-2	0.0	.	10	7	-18	-0.3
COc1ccc2c3c([nH]c2c1)[C@@H](CO)N(C(=O)c1ccccc1)CC31CN(C)C1
  5	-3	0.2	.	-18	.	-7	-0.1
Cc1noc(C)c1NC(=O)N(C)C[C@H]1Oc2ccc(N(C)C)cc2CC(=O)N([C@H](C)CO)C[C@@H]1C
  6	0	-0.2	3	-15	9	-8	0.0
CCN(CC)CCNC(=O)c1ccc(NC(=O)COc2ccc3c(c2)CCC3)cc1
  -2	-1	0.1	-8	-7	6	5	-0.4
CC(=O)Nc1ccc(SC[C@H](Cc2ccccc2)N2CC[C@@H](C)CCC2=O)cc1
  -1	0	-0.2	1	1	-1	-5	-0.1
Cc1ccc(-c2nn(-c3ccccc3)cc2C2CC(c3ccccc3)=NN2C(=O)CCC(=O)O)cc1 (configuration not stated)
  0	-2	0.2	4	-5	-5	-12	-0.1
O=C(C[C@H]1C[C@H]2c3cc(NC(=O)NC4CCCC4)ccc3O[C@H]2[C@H](CO)O1)NCc1cccnc1
  -1	-4	0.0	.	6	.	18	0.1
CCCOC(=O)c1c(NC(=O)C2CCCO2)sc(C(=O)OC)c1C (configuration not stated)
  1	1	-0.1	.	-3	3	-18	-0.4
COc1cc(C(=O)NCc2cn3ccccc3n2)cc(OC)c1OC
  3	-4	.	-11	6	2	-6	.
COc1ccc(/C=N/NC(=O)C(=O)NCc2cccnc2)cc1
  -4	0	0.0	.	5	-14	-9	.
CN(CCOc1ccc(Cl)cc1)Cc1cccc(S(=O)(=O)N(C)C)c1
  7	0	0.2	-1	-5	4	-25	-0.1
CCOC(=O)C1=C(C(=O)OCC)N(Cc2ccccc2)CCC1=O
  -2	2	-0.1	1	-2	2	-15	0.0
O=C(CN1CCOCC1)Nc1ccc(Cl)cn1
  0	-1	0.0	-1	-5	4	-23	0.9
CCOC(=O)c1ccc(-c2c(-c3ccccc3OC)sc3ccc(OC)cc23)cc1F
  0	2	0.1	-4	-6	3	-84	.

Taken from the listing (11 entries):
Second line of a record: ERp5 inh	ERAP1 HTS inh	XiGFP reactiv	esBAF inh	S100A4 MyoIIA	RAD54 branch	RAD52 inh	E-sel inducer
CCN(CC)CCNC(=O)c1ccc(NC(=O)COc2ccc3c(c2)CCC3)cc1
  -2	-1	0.1	-8	-7	6	5	-0.4
CC(=O)Nc1ccc(SC[C@H](Cc2ccccc2)N2CC[C@@H](C)CCC2=O)cc1
  -1	0	-0.2	1	1	-1	-5	-0.1
Cc1ccc(-c2nn(-c3ccccc3)cc2C2CC(c3ccccc3)=NN2C(=O)CCC(=O)O)cc1 (configuration not stated)
  0	-2	0.2	4	-5	-5	-12	-0.1
O=C(C[C@H]1C[C@H]2c3cc(NC(=O)NC4CCCC4)ccc3O[C@H]2[C@H](CO)O1)NCc1cccnc1
  -1	-4	0.0	.	6	.	18	0.1
CCCOC(=O)c1c(NC(=O)C2CCCO2)sc(C(=O)OC)c1C (configuration not stated)
  1	1	-0.1	.	-3	3	-18	-0.4
COc1cc(C(=O)NCc2cn3ccccc3n2)cc(OC)c1OC
  3	-4	.	-11	6	2	-6	.
COc1ccc(/C=N/NC(=O)C(=O)NCc2cccnc2)cc1
  -4	0	0.0	.	5	-14	-9	.
CN(CCOc1ccc(Cl)cc1)Cc1cccc(S(=O)(=O)N(C)C)c1
  7	0	0.2	-1	-5	4	-25	-0.1
CCOC(=O)C1=C(C(=O)OCC)N(Cc2ccccc2)CCC1=O
  -2	2	-0.1	1	-2	2	-15	0.0
O=C(CN1CCOCC1)Nc1ccc(Cl)cn1
  0	-1	0.0	-1	-5	4	-23	0.9
CCOC(=O)c1ccc(-c2c(-c3ccccc3OC)sc3ccc(OC)cc23)cc1F
  0	2	0.1	-4	-6	3	-84	.

Further entries follow:
Second line of a record: ERp5 inh	ERAP1 HTS inh	XiGFP reactiv	esBAF inh	S100A4 MyoIIA	RAD54 branch	RAD52 inh	E-sel inducer
CCC(=O)Nc1ccc(C(=O)OCC(=O)c2cccs2)cc1
  2	0	0.0	14	-6	5	-17	.
CC(OC(=O)CCC1CCCC1)C(=O)Nc1ccccc1[N+](=O)[O-] (configuration not stated)
  1	2	0.5	2	-2	9	-12	.
C[C@@H]1CN([C@H](C)CO)C(=O)c2cc(C#CC3(O)CCCC3)cnc2O[C@@H]1CN(C)S(C)(=O)=O
  6	-1	-0.4	2	10	-5	-3	-0.3
O=C1C2C3C=CC(CC3)C2C(=O)N1c1ccccc1[N+](=O)[O-] (configuration not stated)
  -1	0	0.0	-4	-2	-6	-4	.
CCOC(=O)c1oc2ccc(S(=O)(=O)N3CCOCC3)cc2c1C
  -1	1	.	8	0	4	0	.
CCC(=O)Nc1ccc2c(c1)C(=O)N(C)[C@H]1CC[C@H](CC(=O)NCCc3ccccc3)O[C@@H]1CO2
  3	-4	0.1	-1	8	-13	8	0.1
C[C@H]1CN([C@@H](C)CO)C(=O)c2cc(NS(=O)(=O)c3cn(C)cn3)ccc2O[C@@H]1CN(C)C(=O)NC1CCCCC1
  -1	2	0.0	1	5	2	-9	0.0
CC1CC(C)CN(C(=O)CSc2nnc(-c3ccc(F)cc3)o2)C1 (configuration not stated)
  -2	-1	0.0	3	-2	-4	-14	0.0
O=C(CNS(=O)(=O)c1c(Cl)cccc1Cl)OCC(=O)c1ccc[nH]1
  2	-2	0.2	-5	-9	1	-14	.
CCOC(=O)c1cc(C#N)c(SC(C)C(=O)NC2CCCCC2)nc1C (configuration not stated)
  3	-1	0.3	0	-1	-2	-4	0.8
C[C@@H]1CN([C@H](C)CO)C(=O)c2cc(NS(C)(=O)=O)ccc2O[C@@H](C)CCCCO[C@H]1CN(C)S(=O)(=O)c1ccc(F)cc1
  -1	1	-0.2	0	4	0	-3	0.0
O=C(c1cnccn1)N1CC(=O)N2[C@@H](CO)[C@@H](c3ccc(C#CC4CCCC4)cc3)[C@@H]2C1
  3	2	0.2	.	-24	.	-8	0.6
CCOC(=O)N1CCC(N2CCCC(CO)(Cc3cccc(Cl)c3)C2)CC1 (configuration not stated)
  3	2	0.2	.	-25	.	-245	-0.2
Cc1noc(C)c1COc1ccccc1C(=O)N(C)CC(=O)Nc1ccc(F)cc1
  -5	-3	0.0	-1	-2	-10	-5	.
CCCC(=O)Nc1sc(C)c(C)c1C#N
  -9	0	-0.1	.	-4	.	-22	.
Cc1cccc(NC(=O)c2cc(=O)[nH]c3ccccc23)c1
  -1	-2	-0.1	-2	4	-6	-9	0.1
O=C(NCc1ccc2c(c1)OCO2)C1CC(=O)N(C2CCCCCC2)C1 (configuration not stated)
  3	3	.	.	-19	.	-2	.
COc1ccccc1-c1ccc([C@@H]2[C@@H](C#N)N(C(=O)C3CCOCC3)[C@H]2CO)cc1
  1	2	0.1	4	-4	-3	-25	-0.5
COc1cccc(CN2CCCCN3[C@H](C2)[C@@H](c2ccc(C#Cc4cccnc4)cc2)[C@@H]3CO)c1
  -3	9	0.1	-6	-1	17	2	0.4
Cc1cc(C(=O)OCC(=O)Nc2cc(C)on2)c2ccccc2n1
  3	1	.	1	0	-2	-2	.
OCCCNc1c2c(nc3cc(-c4ccc(Cl)cc4)nn13)CCC2
  -51	8	0.3	.	1	.	-11	1.0
C=CCOc1ccc(/C=N/NC(=O)c2cc3c(OC)cc(OC)cc3[nH]2)cc1
  -2	0	0.2	0	2	9	-6	0.1
COCC(=O)N1CC(=O)N2[C@H](CO)[C@H](c3ccc(C#CC4CCCCC4)cc3)[C@H]2C1
  -1	3	0.0	.	8	.	1	-0.4
CCOC(=O)[C@]12CCC=C1N(Cc1ccc3c(c1)OCO3)C(=O)[C@H](CC(=O)NCc1cccc3ccccc13)C2
  0	-2	0.1	.	-1	.	-9	.
Cc1ccc(S(=O)(=O)n2nc(C)c(S(=O)(=O)N3CCCCC3)c2C)cc1
  -3	-6	0.4	-5	14	3	-6	.
